# Screening data: PubChem BioAssay, National Center for Advancing Translational Sciences (NCATS)
# RGS12 GoLoco inh = blocks human Gai1 binding to RGS12 GoLoco peptide, red readout; P63096; Gai1:RGS12 GoLoco peptide FP, rhodamine, 10 min; Potency, µM (titrated, usually from 61.6 µM), for the others: top-dose activity, negative = inhibition, most hits filed as inhibitors; 0.44% of 230,000 active; AID 880; active means well fitted inhibition curve with a large enough effect, not every such curve was filed as active; inactive means no such curve, though single readings can be large or run the other way; further: on the % scale 0 is the no-effect control and ±100 the full control effect; nearly all actives have a fitted effect of over 30% in size; many of its hits are not listed in these tables
# Target sequence (P63096 whole entry, looked up): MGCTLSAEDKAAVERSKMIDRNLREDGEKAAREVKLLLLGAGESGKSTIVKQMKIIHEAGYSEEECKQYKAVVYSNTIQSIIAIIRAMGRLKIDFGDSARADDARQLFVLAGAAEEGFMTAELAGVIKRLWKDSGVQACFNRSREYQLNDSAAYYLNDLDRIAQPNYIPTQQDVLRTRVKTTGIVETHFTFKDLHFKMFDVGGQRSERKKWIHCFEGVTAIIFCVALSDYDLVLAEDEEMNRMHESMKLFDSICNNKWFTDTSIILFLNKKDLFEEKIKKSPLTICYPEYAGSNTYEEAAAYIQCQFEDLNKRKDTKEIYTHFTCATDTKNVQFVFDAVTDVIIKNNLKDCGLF
# KinaseGlo FLuc = Kinase-Glo luciferase inhibition (counter-screen) | Kinase-Glo luciferase, ATP luminescence, 8 min | 0.28% of 200,000 active | Potency, µM (series often up to 38.3 µM), for inactives: at the top dose activity change, negative = inhibition, most hits filed as inhibitors | Q27757 | AID 1379; further: on the % scale 0 is the no-effect control and ±100 the full control effect; nearly all actives have a fitted effect of over 60% in size
#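 Recombinant Kinase-Glo luciferase, 10 uM ATP (linear range), luciferin; imidazole pH 7.2 / KCl / MgCl2 / Tween / BSA buffer; 8 min RT; luminescence.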
# IMPase Li cell = cell-permeable IMPase inhibitors with lithium potentiation; CHO-M1 cells, IP1 TR-FRET (IP-One), carbachol + lithium; Potency, µM (highest dose often 59.4 µM), for inactives: top-dose activity, negative = IMPase inhibition, usual class: inhibitors; 0.35% of 210,000 active; AID 1457;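 further: IP1 builds up when IMPase is blocked and the TR-FRET signal falls; plate controls were basal vehicle for no effect and high inhibitor control for full effect; nearly all actives have a fitted effect of over 50% in size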
#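 Test compounds were applied to CHO-M1 cells previously cultured for 16–30 h at 2000 per well. A small lithium amount accompanied them; after 30 min at 37C, IP1 was quantified by TR-FRET.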
# RECQ1 inh = inhibitors of human RECQ1 DNA helicase; P46063; RECQ1 DNA unwinding, red fluorescence kinetic read; Potency, µM (titrated, usually from 57.3 µM), for the others: top-dose activity, negative = inhibition, actives largely listed as inhibitors; 0.54% of 240,000 active;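 further: plate controls were vehicle for no effect and no enzyme for full effect; nearly all actives have a fitted effect of over 30% in size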
#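 50 nM RECQ1T1 preincubated 15 min with compound in Tris pH 8.0 buffer with MgCl2, DTT, Tween-20 and 2.5 ug/ml poly(dI-dC); started with 200 nM TAMRA/BHQ-2 forked duplex and 2 mM ATP. Unwinding read as fluorescence (525/598 nm), two reads 2 h apart.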
# Epigenetic reg = regulators of epigenetic silencing causing reporter derepression in mouse cells | murine LDR cells, GFP reporter derepression, 30 h | Potency, µM (series often up to 53.9 µM), without a hit: top-dose GFP activation, actives largely listed as activators | 0.2% of 280,000 active | AID 1865; further: % of control where 0% means no effect; nearly all actives have a fitted effect of over 60% in size
#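 GFP-positive cell count by laser-scanning cytometry (objects 20–120 um) after 30 h, 37 C compound exposure of murine LDR cells; reporter is CMV-GFP integrated at a silenced locus, inducible by HDAC or DNMT inhibitors.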
# NPSR antagonist = blocks cAMP signaling of the human neuropeptide S receptor. Q6W5P4. CHO-NPSR cells, cAMP TR-FRET, antagonist mode. Potency, µM (doses to about 38.3 µM), for inactives: top-dose activity change, negative = inhibition, usual class: inhibitors. 1% of 220,000 active; further: on the % scale 0 is the no-effect control and ±100 the full control effect; nearly all actives have a fitted effect of over 50% in size; many of its hits are not listed in these tables
# Target sequence (Q6W5P4 whole entry, looked up): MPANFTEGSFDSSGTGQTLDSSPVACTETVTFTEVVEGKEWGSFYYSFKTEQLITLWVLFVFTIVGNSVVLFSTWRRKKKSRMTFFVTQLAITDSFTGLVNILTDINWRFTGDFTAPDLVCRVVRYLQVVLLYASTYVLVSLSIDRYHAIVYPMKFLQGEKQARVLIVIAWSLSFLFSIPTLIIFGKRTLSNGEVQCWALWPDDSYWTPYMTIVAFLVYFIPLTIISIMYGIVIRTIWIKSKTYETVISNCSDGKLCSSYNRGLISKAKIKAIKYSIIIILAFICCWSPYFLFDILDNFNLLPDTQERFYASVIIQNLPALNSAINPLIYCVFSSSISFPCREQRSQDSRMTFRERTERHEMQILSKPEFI
# SMN2 splice enh = SMN2 splice variant enhancement; HEK293 SMN2-luciferase splicing reporter, luminescence, 30-36 h; Potency, µM (series often up to 46.1 µM), for the others: at the highest dose activity change, positive = activation, usual class: activators; 2.8% of 210,000 active; AID 1458; further: % of control where 0% means no effect; nearly all actives have a fitted effect of over 55% in size
#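 HEK293 cells carry an SMN2 minigene-luciferase reporter in which exon 7 inclusion puts luciferase in frame. Cells were seeded at 2000 cells/well, attached for 10-12 hours, then exposed to compounds for 30-36 hours at 37C before ONE-Glo luminescence.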
# KDM4E inh = JMJD2E (human) inhibition; B2RXH2; JMJD2E catalytic domain, FDH-coupled NADH fluorescence (FDH is formaldehyde dehydrogenase); Potency, µM (titrated, usually from 57.1 µM), without a hit: at the top dose activity change, negative = inhibition, hits mostly inhibitors; 1.6% of 230,000 active; AID 2147; active means well fitted inhibition curve with a large enough effect, not every such curve was filed as active; inconclusive means small, poorly fitted or top-dose-only effect, or another doubt; inactive means no such curve, though single readings can be large or run the other way;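 further: 0% = wells with enzyme and -100% = buffer wells without enzyme; nearly all actives have a fitted effect of over 50% in size; many of its hits are not listed in these tables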
# Target sequence (B2RXH2 1-337 limits assumed): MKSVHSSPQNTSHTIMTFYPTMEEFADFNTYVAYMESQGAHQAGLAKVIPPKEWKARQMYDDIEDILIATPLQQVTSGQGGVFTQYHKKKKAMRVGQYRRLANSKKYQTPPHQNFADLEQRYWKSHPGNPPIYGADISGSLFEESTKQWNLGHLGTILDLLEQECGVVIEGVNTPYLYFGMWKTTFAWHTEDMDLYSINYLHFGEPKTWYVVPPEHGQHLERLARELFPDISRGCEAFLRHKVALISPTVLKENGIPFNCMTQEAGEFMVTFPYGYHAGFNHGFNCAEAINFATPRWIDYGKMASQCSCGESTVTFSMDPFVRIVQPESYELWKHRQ
# Active calls of the source: *; i = inactive; ? = inconclusive; . = no result given; [ ] = remark or other dose. Unless noted, the call rests on the fitted dose curve; in most records, active means well fitted curve in the direction sought with a large enough effect; inconclusive means small, poorly fitted or top-dose-only effect, or another doubt; inactive means no such curve, though single readings can be large; an effect the other way counts as inactive or inconclusive. Potency means the concentration at half of the fitted maximal effect. Only part of the results is shown; the hit share may differ from the screen's.
Compound	RGS12 GoLoco inh	KinaseGlo FLuc	IMPase Li cell	RECQ1 inh	Epigenetic reg	NPSR antagonist	SMN2 splice enh	KDM4E inh
C=CCn1c(SCc2ccccc2Cl)nnc1-c1sc2nc(C)cc(C)c2c1N	0%	.	.	-10%	1.1%	43%	.	?
c1coc(Cn2c(-c3ccco3)nc3ccccc32)c1	7%	-1%	-8%[38.3 µM]	-8%	1.0%	1%[46.1 µM]	-2%	?
Cc1ccc(/C=N/NC(=O)C[n+]2ccccc2)o1	8%	0%	0%	11%	-1.4%	14%	-10%	6%
CCN(CC(=O)NC1CCS(=O)(=O)C1)C(=O)COc1ccccc1-c1ccccc1 (stereo unspecified)	-9%	14%	34%[activator][38.3 µM]	i	2.7%	-8%[46.1 µM]	-16%	4%
COc1ccc(C2Nc3ccccc3C(=O)N2NS(=O)(=O)c2ccccc2)cc1 (stereo unspecified)	2%	-1%	-7%	1%	4.4%	-16%	-28%	?
O=C(c1ccoc1)N1CCC2(CC1)Oc1ccc(Cl)cc1C(=O)C21CC(c2cccnc2)=NO1 (stereo unspecified)	-4%	.	.	i	-1.7%	-12%	.	-1%
C/C(=N\NC(=O)c1cc([N+](=O)[O-])cc([N+](=O)[O-])c1)c1ccco1	-7%	-1%	-4%	i	0.5%	19%	-9%	-4%
CC(=O)C(C)Oc1ncn(-c2ccccc2)n1 (stereo unspecified)	8%	-1%	-5%[38.3 µM]	i	0.8%	-6%[46.1 µM]	3%	3%
Cc1c(NN=C(C#N)C#N)c(=O)n(-c2ccccc2)n1C	-24%	3%	18%	-10%	2.4%	-47%	9%	-15%
COc1ccc(CNCC(O)(c2ccc(F)cc2)c2ccc(F)cc2)cc1	4%	-2%	10%	-5%	1.1%	-22%	-19%	6%
CC(C)c1ccccc1NC(=O)c1cnccn1	-36%	2%	19%[38.3 µM]	i	0.0%	7%[46.1 µM]	7%	-6%
Cc1ccc2cccc(NC(=O)C(F)(F)F)c2n1	18%	-1%	12%[38.3 µM]	7%	2.6%	-1%[46.1 µM]	-13%	4%
O=c1ccc(C(F)(F)F)cn1Cc1cc(=O)n2cc(Br)ccc2n1	14%	-1%	-6%	?	-1.5%	-8%	13%	?
O=C(COC(=O)c1ccc2ccccc2n1)c1ccccc1	2%	-7%	8%	-18%	0.0%	6%	-20%	?
Cc1ccc(NC(=O)C(OC(=O)c2ccc(O)cc2)c2ccccc2)cc1Cl (stereo unspecified)	-4%	0%	15%	?	-1.1%	-31%	-1%	10%
COc1cc(OC)c(N(C)S(=O)(=O)c2cccc(C(=O)OCC(=O)NCc3ccco3)c2)cc1Cl	-2%	.	16%	-4%	0.0%	-44%	.	-7%
Cc1cc(N2CCN(c3cccc(C(F)(F)F)c3)CC2)n2nc(C)nc2n1	9%	3%	11%[38.3 µM]	-16%	1.2%	-22%[46.1 µM]	-18%	5%
O=C(O)CN1C(=O)SC(Nc2ccccc2)C1=O (stereo unspecified)	8%	3%	-6%	-5%	-1.0%	4%[46.1 µM]	4%	3%
O=C1CC(c2ccccc2)CC(O)=C1C=NCCN1CCOCC1 (stereo unspecified)	4%	-4%	22%[38.3 µM]	-17%	0.0%	-9%[46.1 µM]	-10%	-5%
COc1ccc(-c2nnc(CSc3nc4ccccc4c(=O)n3CC(C)C)o2)cc1OC	5%	0%	42%[activator][38.3 µM]	0%	-1.0%	?	9%	-27%
O=C(Cc1ccc(Cl)cc1)Nc1ccc2oc(=O)ccc2c1	3%	.	.	3%	1.8%	-8%	.	?
Cc1ccc(NC(=O)OCc2cc(-c3ccccc3)on2)cc1	3%	-1%	10%	i	-0.9%[10.1 µM]	-2%	20%	5%
CNc1nnc(-c2cc3ccccc3oc2=O)s1	9%	?	?	0%	?	-6%[46.1 µM]	13µM*	?
Cc1ccc(C2N=C(N)Nc3nc(=O)c4ccccc4n32)cc1 (stereo unspecified)	6%	.	.	-6%	1.0%	-23%	.	?
Cc1nc(C(=O)N2CCc3c([nH]c4ccccc34)C2c2ccccn2)cs1 (stereo unspecified)	0%	-2%	3%	7%	-0.1%	-2%	.	6%

# An excerpt from above in order of count of non-hydrogen atoms, ascending:
Compound	RGS12 GoLoco inh	KinaseGlo FLuc	IMPase Li cell	RECQ1 inh	Epigenetic reg	NPSR antagonist	SMN2 splice enh	KDM4E inh
CC(C)c1ccccc1NC(=O)c1cnccn1	-36%	2%	19%[38.3 µM]	i	0.0%	7%[46.1 µM]	7%	-6%
c1coc(Cn2c(-c3ccco3)nc3ccccc32)c1	7%	-1%	-8%[38.3 µM]	-8%	1.0%	1%[46.1 µM]	-2%	?
O=C(COC(=O)c1ccc2ccccc2n1)c1ccccc1	2%	-7%	8%	-18%	0.0%	6%	-20%	?
C/C(=N\NC(=O)c1cc([N+](=O)[O-])cc([N+](=O)[O-])c1)c1ccco1	-7%	-1%	-4%	i	0.5%	19%	-9%	-4%
Cc1nc(C(=O)N2CCc3c([nH]c4ccccc34)C2c2ccccn2)cs1 (stereo unspecified)	0%	-2%	3%	7%	-0.1%	-2%	.	6%
CCN(CC(=O)NC1CCS(=O)(=O)C1)C(=O)COc1ccccc1-c1ccccc1 (stereo unspecified)	-9%	14%	34%[activator][38.3 µM]	i	2.7%	-8%[46.1 µM]	-16%	4%
COc1ccc(-c2nnc(CSc3nc4ccccc4c(=O)n3CC(C)C)o2)cc1OC	5%	0%	42%[activator][38.3 µM]	0%	-1.0%	?	9%	-27%
COc1cc(OC)c(N(C)S(=O)(=O)c2cccc(C(=O)OCC(=O)NCc3ccco3)c2)cc1Cl	-2%	.	16%	-4%	0.0%	-44%	.	-7%

# The listing continues:
Compound	RGS12 GoLoco inh	KinaseGlo FLuc	IMPase Li cell	RECQ1 inh	Epigenetic reg	NPSR antagonist	SMN2 splice enh	KDM4E inh
COc1ccc(S(=O)(=O)n2[nH]c(=O)c(CCO)c2C)c([N+](=O)[O-])c1	6%	2%	-5%	i	-2.5%	-16%	-3%	-18%
COCCCNC(=S)N1CCN(C)CC1	4%	.	.	i	-1.5%	19%	.	?
CCOC(=O)N1CCC2(O)CCCCC2C1c1ccc(F)cc1 (stereo unspecified)	10%	-1%	10%[38.3 µM]	2%	2.2%	-2%[46.1 µM]	12%	2%
O=S(=O)(Nc1nc2ccccc2nc1NCc1ccco1)c1ccc(Cl)cc1	3%	2%	26%[38.3 µM]	-7%	-10%	-8%[46.1 µM]	-48%[inhibitor]	?
CC1(C)SC2C(NC(=O)C(NC(=O)N3CCNC3=O)c3ccccc3)C(=O)N2C1C(=O)O (stereo unspecified)	0%	-3%	13%	16%	-0.3%	.	0%	-7%
O=c1[nH]cnc2c1N=C(c1cccc([N+](=O)[O-])c1)CC(c1ccccc1)N2 (stereo unspecified)	9%	-2%	1%	6%	62%	-14%	3%	4%
Cn1c(-c2ccccc2)c[n+]2c1CCCCC2	4%	1%	-2%	1%	1.1%	4%	-6%	4%
CC1CC(C)CN(CCOc2cccc(Cl)c2Cl)C1 (stereo unspecified)	4%	2%	8%	-8%	-0.6%	-43%	-3%	?
CN(C)c1nc(N)nc(CSc2ccccn2)n1	12%	-6%	19%[38.3 µM]	i	1.9%	0%[46.1 µM]	-19%	16%
O=C(NCCc1ccc(Cl)cc1)Nc1ccc(F)cc1	-4%	-1%	0%	16%	-1.0%	-12%	16%	6%
CNc1nc(N)nc(OC(C(F)(F)F)C(F)(F)F)n1	9%	1%	-1%	1%	-3.3%	16%	-9%	1%
Nc1[nH]c(=S)nc2nc(-c3ccccc3)c(-c3ccccc3)nc12	5%	0%	10%	20%	-1.9%	-32%	1%	-16%
O=C(NCC1CCCO1)c1ccc(OC2CCN(C(=O)C3CC3)CC2)cc1 (stereo unspecified)	2%	5%	5%	4%	-5.5%	17%	.	?
CCN(CC(=O)Nc1cccc(C(C)=O)c1)S(=O)(=O)c1ccccc1	3%	.	1%	-11%	-1.2%	-10%	.	3%
CCNC(=O)NC(=O)C(C)OC(=O)[C@H](C)NS(=O)(=O)c1c(C)c(C)cc(C)c1C (stereo partly specified)	2%	.	.	-21%	-0.7%	0%	.	0%
Cc1ccc(NC(=O)CSc2nnc([C@H](C)NC(=O)OC(C)(C)C)o2)c(C)c1	-5%	.	.	-5%	-0.9%	-1%	.	8%
COC(=O)c1cc(-c2ccc3ccccc3c2)[nH]c(=O)c1C#N	5%[14.2 µM]	-2%[7.66 µM]	1%	.	.	.	6%[9.22 µM]	.
COCCNC(=O)CNC(c1ccccc1)c1ccccc1	-5%	.	14%	-3%	2.7%	4%	.	5%
O=C(CSc1nnc(CCCN2C(=O)c3cccc4cccc(c34)C2=O)n1-c1ccccc1)NCCCO	5%	7%	-7%	-3%	1.0%	25%	-3%	?
OCCNCc1cccc2ccccc12	4%	-1%	-4%	12%	2.2%	21%	-1%	3%
c1ccc(-n2c(-c3ccncc3)nnc2N2CCOCC2)cc1	5%	-5%	-22%[38.3 µM]	-13%	-1.1%	-4%[46.1 µM]	5%	-1%
CN(CCc1ccccn1)c1ccc2c(c1)C(=O)c1ccccc1-2	-6%[14.2 µM]	-2%[7.66 µM]	10%	.	.	.	15%[9.22 µM]	.
CCN(CC)C(=O)C(=O)Nc1ccc(OCc2ccccc2)cc1	12%	0%	8%	-11%	-0.3%	-2%	4%	12%
COCCCNC(=O)/C(C#N)=C1\N=C(NC(=O)c2cccs2)c2ccccc21	37%[activator]	.	.	i	-0.3%	21%	.	2%
CCn1c(=N)c(C(=O)NCc2cccnc2)cc2c(=O)n3cccc(C)c3nc21	-1%	-3%	27%[38.3 µM]	13%	0.0%	-1%[46.1 µM]	26%	?
O=C(CSc1nc(-c2ccccc2)cs1)Nc1cccc([N+](=O)[O-])c1	22%	-1%	-10%	5%	-2.0%	-13%	.	0%
CN1CCN(c2ncc3nc(-c4cccs4)c(=O)n(C[C@H]4CCCO4)c3n2)CC1	3%	-3%	0%	-7%	.	.	-12%	.
